TAAR1 ag = human TAAR1 agonism. CHO RD-HGA16 TAAR1, Fluo-8 calcium fluorescence; vehicle wells 0%, saturating PEA agonist 100%. activation, % at 3 µM. Q96RJ0. 360,000 tested, 0.99% active;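 active = activation above the mean activation of all test compounds in the run plus 3 SD, cut at about 38% in these data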
Target sequence (Q96RJ0 whole entry, looked up): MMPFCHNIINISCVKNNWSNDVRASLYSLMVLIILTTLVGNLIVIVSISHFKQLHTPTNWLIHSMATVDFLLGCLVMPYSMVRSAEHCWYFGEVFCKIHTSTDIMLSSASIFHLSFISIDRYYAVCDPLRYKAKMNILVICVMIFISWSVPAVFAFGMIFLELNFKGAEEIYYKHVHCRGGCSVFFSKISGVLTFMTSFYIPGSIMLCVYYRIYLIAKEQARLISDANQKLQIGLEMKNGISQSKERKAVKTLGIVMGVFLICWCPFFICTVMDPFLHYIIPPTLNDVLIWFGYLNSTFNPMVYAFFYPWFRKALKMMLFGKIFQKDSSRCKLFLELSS
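Signal – calcium-sensitive Fluo-8 signal, excitation 470-495, emission 515-575 nm · System – RD-HGA16 (CHO) cells co-expressing Gα16 and hTAAR1 · Incubation – 17-24 h seeding, 75 min 37 °C dye, 30 min RT · Compound dosing – 3 µM single concentration · Repeats – no replicates (n 1)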
OXTR potentiator = potentiators of human oxytocin receptor. P30559. CHO-OTR cells, Fluo-8 calcium fluorescence, potentiator mode; 0% = oxytocin EC15, 100% = EC100. activation, % at 3 µM. 320,000 tested, 0.061% active. AID 2445;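 active = activation above that plate's cutoff, the mean activation of tested compounds plus 3 SD, cut at about 6.6% in these data, passing the limit was not always enough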;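 note: 100% uses oxytocin at 75 nM as the full agonist control; some results filed as inactive read as strong as hits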
Target sequence (P30559 whole entry, looked up): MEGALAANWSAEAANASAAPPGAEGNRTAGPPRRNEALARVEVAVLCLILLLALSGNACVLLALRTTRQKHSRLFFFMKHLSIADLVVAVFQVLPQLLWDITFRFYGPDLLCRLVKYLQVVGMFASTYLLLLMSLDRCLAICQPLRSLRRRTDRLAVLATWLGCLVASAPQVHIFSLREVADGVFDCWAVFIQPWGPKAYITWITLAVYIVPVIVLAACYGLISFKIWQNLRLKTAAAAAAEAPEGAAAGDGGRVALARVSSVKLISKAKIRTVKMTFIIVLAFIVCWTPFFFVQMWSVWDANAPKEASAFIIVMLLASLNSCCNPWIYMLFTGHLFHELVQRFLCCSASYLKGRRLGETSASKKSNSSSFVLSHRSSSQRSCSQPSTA
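System: human OTR in CHO cells / Also added: sub-maximal oxytocin, roughly EC15 / Control set: EC15 oxytocin low, 75 nM oxytocin high / Schedule: 6 min compound pre-incubation at room temperature, 100 s kinetic read / Compound: single-point 3.0 µM / Replication: singlicate / Technique: Fluo-8 calcium dye fluorescence / Read-out basis: % activation of max/min ratio relative to oxytocin controls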
CHO-K1 Ca ag = M1 agonist counterscreen hit in parental CHO-K1 cells. Fluo-8 calcium fluorescence; scaled to maximal ATP response, vehicle zero. activation, % at 3 µM. 360,000 tested, 0.48% active. AID 602248; in the data active = activation above about 15%;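 note: untransfected CHO-K1 host cells lacking M1 receptor as counterscreen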
M1 PAM parental = M1 PAM counterscreen hit in parental CHO-K1 cells | ATP EC20, Fluo-8 calcium fluorescence; 0% at ATP EC20, 100% at ATP max | activation, % at 3 µM | 360,000 tested, 0.02% active;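 active = activation above the run cutoff, the mean activation of all test compounds plus 3 SD, cut at about 40% in these data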;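 note: peak over basal fluorescence ratio in a 140 s read after ATP addition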
CHRM1 agonist = activates human CHRM1 receptor; P11229; CHO-K1 hM1, Fluo-8 calcium fluorescence, agonist mode; 0% DMSO, 100% acetylcholine EC100; activation, % at 3 µM; 360,000 tested, 0.33% active; AID 588814;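 active = activation above the run's mean compound activation plus 3 SD, cut at about 16% in these data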;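 note: peak over basal fluorescence ratio within a 140 s kinetic read after compound addition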
TAAR1 antag = antagonists of human TAAR1. CHO RD-HGA16 TAAR1, Fluo-8 calcium fluorescence, antagonist. inhibition, % at 3 µM. 360,000 tested, 1.5% active. AID 624466;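 active = inhibition above a per-plate cutoff, the mean inhibition of test compounds on that plate plus 3 SD, cut at about 49% in these data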;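 note: 0% = DMSO plus EC80 beta-PEA response and 100% = DMSO alone without agonist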
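Material: RD-HGA16 CHO cells with stable hTAAR1 and Gα16; Dosing: single nominal final test compound concentration of 3 µM; Schedule: seeding 17-24 h prior, 75-min 37 °C, 30-min RT dye loading; Detection: kinetic Fluo-8 calcium fluorescence measurement; Measure: % inhibition from peak post-agonist over basal fluorescence ratio; Benchmarks: vehicle and agonist controls.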
CHO parental Ca = counter-screen: ATP calcium response change in parental CHO cells; 330,000 tested, 0.63% active; inhibition, % at 5.6 µM; AID 463079; parental CHO-K1, ATP-induced calcium, Fluo-8 fluorescence;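 active = inhibition above that plate's mean sample inhibition plus 3 SD, cut at about 26% in these data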;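 note: 0% = ATP-challenged DMSO wells and 100% = DMSO wells without ATP; some compounds past the cut are filed as inactive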
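Material: Parental CHO cells | Reagent: ATP | Compound dosing: Single nominal dose of 5.6 µM per compound | Detection: Intracellular calcium via Fluo-8 no-wash fluorescent dye | Read-out: % inhibition of ATP-induced calcium mobilization | Benchmarks: Low control ATP plus DMSO, high control DMSO only | Replicates: Singlicate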
M1 antag = human CHRM1 antagonism; 360,000 tested, 1.3% active; P11229; CHO-K1 hM1, Fluo-8 calcium fluorescence, ACh EC80 antagonist; inhibition, % at 3 µM; AID 588852;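 active = percent inhibition above its own plate's cutoff, namely the mean of that plate's compound wells plus 3 SD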;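 note: peak over basal fluorescence ratio during 140 s after agonist addition; 0% = ACh EC80 plus DMSO and 100% = DMSO alone without agonist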
CHO-K1 Ca antag = M1 antagonist counterscreen hit in parental CHO-K1 cells. ATP-induced calcium, Fluo-8 fluorescence. inhibition, % at 3 µM. 360,000 tested, 0.6% active;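 active = inhibition above a per-plate cutoff, the plate's mean sample inhibition plus 3 SD, cut at about 24% in these data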;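 note: 0% = DMSO plus EC80 ATP and 100% = DMSO alone without ATP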
* = called active by the depositor; · = not tested or not shown.

SMILES	TAAR1 ag	OXTR potentiator	CHO-K1 Ca ag	M1 PAM parental	CHRM1 agonist	TAAR1 antag	CHO parental Ca	M1 antag	CHO-K1 Ca antag
O=C(NCc1cccc(C(F)(F)F)c1)c1ccc[nH]1	2	2	0.6	-2	-3	-17	-13	-6	-5
CCCOc1ccccc1OCC(=O)Nc1ccc(S(=O)(=O)N2CCCC2)cc1	4	-4	5.1	16	-4	65*	-21	1	-19
CC(C)n1cc(CN2CCC(C(=O)Nc3cccc(-c4cscn4)c3)CC2)cn1	3	-4	0.4	-11	-4	-11	-18	-15	-1
C=CCn1c(O)c(N=O)c2ccccc21	18	-5	0.5	-1	-1	-20	1	7	-2
O=C(CSc1nc(-c2ccccc2Cl)ns1)c1ccc(Cl)cc1	3	3	0.8	13	-9	14	4	0	-10
CC1=CC2(O)OCCN(CCO)C2=CC1=O (stereo not given)	1	3	0.7	22	-4	-20	-10	-5	-8
O=C(c1ccccc1)c1ccc(CN2C(=O)c3ccccc3C2=O)o1	4	-10	6.3	12	-6	-7	-10	0	-17
COc1ccc(-c2nc(-c3ccccc3)c(-c3cc([N+](=O)[O-])ccc3C)[nH]2)cc1O	4	-9	0.4	15	-4	10	-8	-10	-3
CCOC(=O)c1ccc(S(=O)(=O)N2CCN(C3CC(=O)N(c4ccccc4C(F)(F)F)C3=O)CC2)cc1 (stereo not given)	5	·	2.1	-22	-5	22	·	7	0
O=C(O)C1CCCN(S(=O)(=O)c2ccc3c(c2)OCCO3)C1 (stereo not given)	10	4	0.0	13	-6	6	-3	-5	-7
Cc1ccc(C(c2nnnn2Cc2cccs2)N2CCN(Cc3ccc4c(c3)OCO4)CC2)cc1 (stereo not given)	8	-3	-0.3	7	-4	2	-13	-15	1
COc1ccc2c(c1)C(NC(C)=O)C(=O)N2C (stereo not given)	2	1	0.8	20	2	-5	-3	-9	-6
COC(=O)c1sccc1S(=O)(=O)N1CCCC(N(C)CCc2ccccn2)C1 (stereo not given)	2	-2	2.4	17	-6	0	-14	-12	-2
COc1ccccc1OC(=O)C1CC(=O)N(c2ccc(Cl)cc2)C1 (stereo not given)	7	-10	7.4	9	-1	4	-15	-3	0
COc1ccccc1NC(=O)CCCc1nc(-c2ccc(OC)c(OC)c2)no1	0	-1	1.3	0	-3	-15	-18	1	-3
COC(CN(C)C(=O)C1CCCN(S(=O)(=O)c2ccc3c(c2)oc(=O)n3C)C1)OC (stereo not given)	1	-5	-0.1	11	2	-2	-6	-6	-12
Nc1ccccc1C(=O)NC1CCCNC1=O (stereo not given)	5	-3	-0.3	-1	-4	-15	1	-13	6
O=C(NCc1cccc(Br)c1)C1CC2Cn3c(nc4ccccc43)C2N1c1ccccc1 (stereo not given)	5	-5	0.9	7	-4	21	-3	-8	-9
Cc1cccc(C(=O)OCC(=O)NCCN2C(=O)CSC2=O)c1[N+](=O)[O-]	7	0	0.3	5	-3	-10	-8	-4	-16
Cc1ccccc1S(=O)(=O)NC1OC(=O)C(Oc2ccccc2)=C1Br (stereo not given)	7	-7	1.3	18	-3	11	-5	-12	-15

Reprinted at random: 7 entries already listed
SMILES	TAAR1 ag	OXTR potentiator	CHO-K1 Ca ag	M1 PAM parental	CHRM1 agonist	TAAR1 antag	CHO parental Ca	M1 antag	CHO-K1 Ca antag
COc1ccccc1OC(=O)C1CC(=O)N(c2ccc(Cl)cc2)C1 (stereo not given)	7	-10	7.4	9	-1	4	-15	-3	0
Nc1ccccc1C(=O)NC1CCCNC1=O (stereo not given)	5	-3	-0.3	-1	-4	-15	1	-13	6
O=C(NCc1cccc(Br)c1)C1CC2Cn3c(nc4ccccc43)C2N1c1ccccc1 (stereo not given)	5	-5	0.9	7	-4	21	-3	-8	-9
COc1ccccc1NC(=O)CCCc1nc(-c2ccc(OC)c(OC)c2)no1	0	-1	1.3	0	-3	-15	-18	1	-3
COC(CN(C)C(=O)C1CCCN(S(=O)(=O)c2ccc3c(c2)oc(=O)n3C)C1)OC (stereo not given)	1	-5	-0.1	11	2	-2	-6	-6	-12
Cc1ccccc1S(=O)(=O)NC1OC(=O)C(Oc2ccccc2)=C1Br (stereo not given)	7	-7	1.3	18	-3	11	-5	-12	-15
Cc1ccc(C(c2nnnn2Cc2cccs2)N2CCN(Cc3ccc4c(c3)OCO4)CC2)cc1 (stereo not given)	8	-3	-0.3	7	-4	2	-13	-15	1

The results go on.
SMILES	TAAR1 ag	OXTR potentiator	CHO-K1 Ca ag	M1 PAM parental	CHRM1 agonist	TAAR1 antag	CHO parental Ca	M1 antag	CHO-K1 Ca antag
O=C(N/N=C/c1cc(Cl)cc([N+](=O)[O-])c1O)c1ccc2c(c1)OCO2	1	-4	-0.3	14	4	-9	-10	-16	1
COc1ccccc1C(=O)Nc1ccc2c(c1)CN(C(=O)CSC)CC2	3	4	1.5	9	-2	3	-17	-4	-7
CCOC(=O)CNS(=O)(=O)c1ccc(C)cc1	0	2	0.6	14	-8	-5	-3	-14	-8
COc1ccccc1COn1c(=O)c(-c2ccco2)[n+]([O-])c2ccccc21	8	4	0.9	16	-4	18	-22	-6	-20
COc1ccc(CNC(=O)c2sc(=O)n(Cc3ccc(-c4ccccc4)cc3)c2C)cc1OC	5	·	7.5	10	6	65*	·	22	9
CCn1ncc(/C=C2/SC(=S)NC2=O)c1C	0	-8	1.6	-4	-5	-17	1	3	6
O=C(Cc1c(F)cccc1Cl)NC1=NCCS1	2	-6	-0.2	9	-5	-16	-11	7	-2
Cc1c(NS(=O)(=O)c2ccc([N+](=O)[O-])cc2)c(=O)n(-c2ccccc2)n1C	11	-10	0.3	1	-2	-24	-8	0	-6
O=C(NNC(=O)c1cnccn1)c1cccc([N+](=O)[O-])c1	2	1	0.6	7	-2	1	-4	-2	-21
COc1ccc2c(c1)C(=O)N(c1ccccc1OC)C(=O)C2(C)C	1	2	0.8	15	-5	-10	-7	14	-7
CCOC(=O)c1cc2c(C)n(-c3ccc(C)cc3)c(C)c2ccc1=O	0	-23	1.1	-6	-3	2	-8	-4	-7
CC1CN(C(=O)Nc2ccccc2)c2ccccc2-[n+]2ccsc21 (stereo not given)	1	-4	1.1	21	-3	8	-20	-8	-19
Nc1nc(-c2cccnc2)nn1C(=O)Cc1ccccc1	6	0	-0.2	6	1	-5	-2	-4	-14
CCOc1ccccc1/C=N/Nc1ccc(Cl)nn1	-2	-3	-0.9	-1	-3	-6	-5	-4	-8
CC(=O)Nc1cc(-c2cccc(C(=O)NCCN(C)C)c2)cn2c(-c3ccccc3)cnc12	10	·	0.1	16	-9	-16	·	-1	-10
CC(=O)Nc1ccc(NC(=O)COC(=O)Cc2cccs2)cc1	3	-12	0.3	15	-1	2	11	-4	1
COc1ccc2c(=O)c(C(=O)NCCc3ccccc3)c[nH]c2c1	9	-8	1.8	-13	-1	10	-14	-25	13
COc1ccc(CCNC(=O)CCN2C(=O)[C@@H]3Cc4ccccc4CN3C2=O)cc1OC	16	-13	6.6	1	-2	50*	-1	16	13
Cc1c(-c2ccn[nH]2)cc(NC(=O)c2ccc(Cl)cc2)c(=O)n1N	9	-7	0.2	4	-3	11	-15	9	3
CCc1sc(C(=O)Nc2ccc(NC(C)=O)cc2)cc1C	8	-1	0.2	10	-9	10	-6	-2	-9

Entries of single compounds, looked up by structure. Order of screens: TAAR1 ag, OXTR potentiator, CHO-K1 Ca ag, M1 PAM parental, CHRM1 agonist, TAAR1 antag, CHO parental Ca, M1 antag, CHO-K1 Ca antag
Shown for Cc1c(-c2ccn[nH]2)cc(NC(=O)c2ccc(Cl)cc2)c(=O)n1N = 9, -7, 0.2, 4, -3, 11, -15, 9, 3
Shown for CC(=O)Nc1ccc(NC(=O)COC(=O)Cc2cccs2)cc1 = 3, -12, 0.3, 15, -1, 2, 11, -4, 1
Shown for COc1ccccc1OC(=O)C1CC(=O)N(c2ccc(Cl)cc2)C1 (stereo not given) = 7, -10, 7.4, 9, -1, 4, -15, -3, 0

Next compounds:
SMILES	TAAR1 ag	OXTR potentiator	CHO-K1 Ca ag	M1 PAM parental	CHRM1 agonist	TAAR1 antag	CHO parental Ca	M1 antag	CHO-K1 Ca antag
CCOc1ccc(CN2CCCC(CO)(Cc3ccccc3F)C2)cc1 (stereo not given)	2	-9	1.2	18	-9	5	-21	-4	-11
COc1ccc(N2CCC(CNC(=O)Nc3ccccc3)C2)cc1 (stereo not given)	4	-6	0.9	4	-3	9	-11	1	-7
Cc1ccc(S(N)(=O)=O)cc1	2	-4	-0.1	14	0	-7	4	-8	-12
Cc1ccccc1C(=O)N(C)[C@H]1C[C@H]2c3[nH]c4ccccc4c3CCN2C[C@H]1[C@H](C)O	2	·	0.8	4	-7	-14	·	0	4
CC(=O)c1cc2c(cc1NS(=O)(=O)c1ccccc1F)OCO2	3	-1	1.3	8	-6	-2	-18	3	-9
CCCn1c(N2CCN(C(=O)/C=C/C(=O)O)CC2)nc2ccccc21	0	-10	0.4	6	-9	-2	10	-1	-5
Cc1nc(Nc2ccc(Cl)cc2)c2nnn(Cc3ccccc3)c2n1	5	-17	0.6	9	-4	-17	-24	0	-16
C/C(=N\NC(=O)c1ccc(CN(C)S(=O)(=O)c2ccc(C)cc2)cc1)c1ccc(OC(F)F)cc1	2	-3	1.1	21	-3	41	0	2	-11
CCn1c(C(=O)NCc2cccnc2)cc2sc(Cl)cc21	8	0	-0.2	0	-8	12	-12	-9	-1
COc1ccc(NC(=O)COC(=O)Cc2ccsc2)c(OC)c1	0	-4	-0.4	3	-5	-4	-2	-17	-10
Cc1cccc(NC(=O)CSc2nnc(-c3ccc(S(=O)(=O)N4CCOCC4)cc3)n2C)c1	1	-15	0.0	7	-3	-3	-11	-4	4
CN(CCc1ccccn1)C1CCCN(S(=O)(=O)c2ccccc2)C1 (stereo not given)	2	12	1.5	-2	-5	-24	-9	-3	-16
CS(=O)(=O)c1cccc(C(=O)NC(c2ccccc2)c2ccccc2)c1	3	-3	-0.4	-6	0	-4	-17	-26	10
Cn1c(=S)[nH]c2sc3c(c2c1=O)CCC(C(C)(C)C)C3 (stereo not given)	3	-18	0.6	-10	-3	2	-5	-6	-4
CCOc1cc(CNc2ccc(OC)cc2)cc(Br)c1OCC(=O)NC(C)(C)C	4	-5	15	21	-6	5	-7	2	3

Bioassay records (PubChem)
